High-throughput results: PubChem, The Scripps Research Institute Molecular Screening Center
CHO-K1 Ca PAM: nonselective activator or artifact in parental CHO-K1 calcium assay; ATP EC20, Fluo-8 calcium fluorescence; 0% at ATP EC20, 100% at ATP max; activation, % at 3 µM; 0.02% of 360,000 active; AID 602247;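 active = activation above the run cutoff, the mean activation of all test compounds plus 3 SD, cut at about 40% in these data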;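 also: peak over basal fluorescence ratio in a 140 s read after ATP addition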
M1 antag: human CHRM1 antagonism. CHO-K1 hM1, Fluo-8 calcium fluorescence, ACh EC80 antagonist. inhibition, % at 3 µM. 1.3% of 360,000 active;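 active = percent inhibition above its own plate's cutoff, namely the mean of that plate's compound wells plus 3 SD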;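 also: peak over basal fluorescence ratio during 140 s after agonist addition; 0% = ACh EC80 plus DMSO and 100% = DMSO alone without agonist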
Target sequence (P11229 whole entry, looked up): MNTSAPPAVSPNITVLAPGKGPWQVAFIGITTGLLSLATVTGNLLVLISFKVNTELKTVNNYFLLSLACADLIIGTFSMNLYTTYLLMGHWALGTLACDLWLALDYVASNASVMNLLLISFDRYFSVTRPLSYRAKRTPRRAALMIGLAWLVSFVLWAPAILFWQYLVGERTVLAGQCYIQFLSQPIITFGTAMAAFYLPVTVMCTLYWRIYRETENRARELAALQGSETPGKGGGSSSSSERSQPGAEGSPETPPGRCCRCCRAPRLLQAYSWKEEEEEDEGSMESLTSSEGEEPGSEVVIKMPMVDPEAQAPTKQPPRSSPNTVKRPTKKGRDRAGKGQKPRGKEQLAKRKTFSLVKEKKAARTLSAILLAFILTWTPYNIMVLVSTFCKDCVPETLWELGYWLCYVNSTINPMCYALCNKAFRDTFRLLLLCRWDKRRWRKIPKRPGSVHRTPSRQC
TAAR1 antag: human TAAR1 antagonism; CHO RD-HGA16 TAAR1, Fluo-8 calcium fluorescence, antagonist; inhibition, % at 3 µM; 1.5% of 360,000 active; AID 624466;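 active = inhibition above a per-plate cutoff, the mean inhibition of test compounds on that plate plus 3 SD, cut at about 49% in these data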;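 also: 0% = DMSO plus EC80 beta-PEA response and 100% = DMSO alone without agonist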
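Assay system: CHO-derived RD-HGA16 cells stably expressing human TAAR1 plus Gα16. Timing: 140 s kinetic read after compound, 140 s after agonist. Technique: kinetic Fluo-8 calcium fluorescence measurement. Measure: % inhibition of agonist calcium response.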
OXTR potentiate: potentiates the human oxytocin receptor response. CHO-OTR cells, Fluo-8 calcium fluorescence, potentiator mode; 0% = oxytocin EC15, 100% = EC100. activation, % at 3 µM. 0.061% of 320,000 active;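 active = activation above that plate's cutoff, the mean activation of tested compounds plus 3 SD, cut at about 6.6% in these data, passing the limit was not always enough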;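 also: 100% uses oxytocin at 75 nM as the full agonist control; some results filed as inactive read as strong as hits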
Target sequence (P30559 whole entry, looked up): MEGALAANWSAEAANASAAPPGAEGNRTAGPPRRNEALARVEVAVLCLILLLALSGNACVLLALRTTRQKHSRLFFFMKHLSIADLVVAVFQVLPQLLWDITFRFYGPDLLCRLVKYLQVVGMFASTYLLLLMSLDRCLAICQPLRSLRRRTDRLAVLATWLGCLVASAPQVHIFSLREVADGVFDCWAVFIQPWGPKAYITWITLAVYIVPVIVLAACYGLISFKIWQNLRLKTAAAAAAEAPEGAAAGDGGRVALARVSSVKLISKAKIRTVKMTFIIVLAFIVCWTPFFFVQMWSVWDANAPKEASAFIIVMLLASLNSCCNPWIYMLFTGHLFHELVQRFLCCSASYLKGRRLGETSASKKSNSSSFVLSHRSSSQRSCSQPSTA
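Measured by – Fluo-8 calcium dye fluorescence · Test system – human OTR in CHO cells · Dosing – one concentration, 3.0 µM compound · Controls – EC15 oxytocin alone as 0%, 75 nM oxytocin as 100% · Evaluation – normalized max/min fluorescence ratio, % activation · Timing – 6 min pre-incubation, 100 s read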
CHRM1 agonist: human M1 muscarinic receptor agonism. P11229. CHO-K1 hM1, Fluo-8 calcium fluorescence, agonist mode; 0% DMSO, 100% acetylcholine EC100. 0.33% of 360,000 active. activation, % at 3 µM;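 active = activation above the run's mean compound activation plus 3 SD, cut at about 16% in these data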;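 also: peak over basal fluorescence ratio within a 140 s kinetic read after compound addition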
CHO-K1 Ca antag: nonselective inhibitor or artifact in parental CHO-K1 cells. ATP-induced calcium, Fluo-8 fluorescence. inhibition, % at 3 µM. 0.6% of 360,000 active. AID 602250;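 active = inhibition above a per-plate cutoff, the plate's mean sample inhibition plus 3 SD, cut at about 24% in these data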;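 also: 0% = DMSO plus EC80 ATP and 100% = DMSO alone without ATP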
TAAR1 ag: agonists of human TAAR1; AID 624467; CHO RD-HGA16 TAAR1, Fluo-8 calcium fluorescence; vehicle wells 0%, saturating PEA agonist 100%; Q96RJ0; activation, % at 3 µM; 0.99% of 360,000 active;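 active = activation above the mean activation of all test compounds in the run plus 3 SD, cut at about 38% in these data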
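test system = CHO RD-HGA16 cells carrying human TAAR1 plus Gα16 | schedule = 17-24 h seeding, 75 min 37 °C dye, 30 min RT | compound dosing = 3 µM single concentration | control set = DMSO and PEA EC100 | replicates = n 1 | signal = Fluo-8 fluorescence, 5 s baseline then 140 s kinetic read | measure = percent activation vs PEA EC100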
CHO parental Ca: counter-screen: ATP calcium response change in parental CHO cells; 0.63% of 330,000 active; parental CHO-K1, ATP-induced calcium, Fluo-8 fluorescence; inhibition, % at 5.6 µM;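 active = inhibition above that plate's mean sample inhibition plus 3 SD, cut at about 26% in these data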;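 also: 0% = ATP-challenged DMSO wells and 100% = DMSO wells without ATP; some compounds past the cut are filed as inactive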
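Material: parental CHO cells / Compound: single nominal dose of 5.6 µM per compound / Signal: Fluo-8 fluorescence / Replicates: singlicate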
CHO-K1 Ca ag: counter-screen for M1 agonists: effect in parental CHO-K1 cells | Fluo-8 calcium fluorescence; scaled to maximal ATP response, vehicle zero | activation, % at 3 µM | 0.48% of 360,000 active; in the data active = activation above about 15%;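 also: untransfected CHO-K1 host cells lacking M1 receptor as counterscreen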
* marks the source's active call; other numbers are inactive results.

`Cc1onc(-c2ccccc2)c1C(=O)OCC(=O)c1ccc(F)cc1` gave CHO-K1 Ca PAM -5, M1 antag -12, TAAR1 antag -14, CHRM1 agonist -7, CHO-K1 Ca antag -3, TAAR1 ag 0 and CHO-K1 Ca ag 0.4.
O=C(NCCCN1CCOCC1)C(=O)N/N=C/c1ccc(F)cc1 was read as CHO-K1 Ca PAM 5, M1 antag -1, TAAR1 antag 6, OXTR potentiate 1, CHRM1 agonist -2, CHO-K1 Ca antag 3, TAAR1 ag -1, CHO parental Ca -4 and CHO-K1 Ca ag 0.5.
For COc1cc2c(cc1OC)-c1cc(Nc3ccccc3)nc(=O)n1CC2 the results were CHO-K1 Ca PAM 2, M1 antag -13, TAAR1 antag -34, OXTR potentiate -3, CHRM1 agonist -3, CHO-K1 Ca antag -13, TAAR1 ag 2, CHO parental Ca -6 and CHO-K1 Ca ag 0.6.
Screening Cc1ccc(CN2CCN(Cc3ccc(C)s3)CC2CCO)cc1 (stereo not drawn) returned CHO-K1 Ca PAM 25, M1 antag -5, TAAR1 antag 6, OXTR potentiate -1, CHRM1 agonist -14, CHO-K1 Ca antag -16, TAAR1 ag 9, CHO parental Ca -31 and CHO-K1 Ca ag 1.1.
Screening CC(=O)NCC(=O)OCC(=O)c1ccc(C)cc1 returned CHO-K1 Ca PAM 20, M1 antag -2, TAAR1 antag -10, OXTR potentiate -9, CHRM1 agonist -2, CHO-K1 Ca antag -10, TAAR1 ag 2, CHO parental Ca -1 and CHO-K1 Ca ag 0.0.
Cc1onc(-c2ccccc2Cl)c1C(=O)N1CCC(C)CC1 was read as CHO-K1 Ca PAM 0, M1 antag -1, TAAR1 antag 6, OXTR potentiate -7, CHRM1 agonist -2, CHO-K1 Ca antag -8, TAAR1 ag 1, CHO parental Ca -3 and CHO-K1 Ca ag 0.7.
Screening CCCc1ccc(C(C)NC(=S)NC2CCCCC2)cc1 (stereo not drawn) returned CHO-K1 Ca PAM 2, M1 antag 1, TAAR1 antag 4, CHRM1 agonist 0, CHO-K1 Ca antag -8, TAAR1 ag 24 and CHO-K1 Ca ag 5.7.
Screening Cc1cc(C)n2nc(C(=O)NC3CCCc4ccccc43)nc2n1 (stereo not drawn) returned CHO-K1 Ca PAM -6, M1 antag -5, TAAR1 antag 0, OXTR potentiate -18, CHRM1 agonist 10, CHO-K1 Ca antag -2, TAAR1 ag 0, CHO parental Ca 11 and CHO-K1 Ca ag 0.4.
For Cc1cc(OCc2cc(C(=O)N(C)Cc3ccccn3)no2)cc(C)c1Cl the results were CHO-K1 Ca PAM 1, M1 antag -4, TAAR1 antag -22, OXTR potentiate -8, CHRM1 agonist 0, CHO-K1 Ca antag 2, TAAR1 ag 3, CHO parental Ca -17 and CHO-K1 Ca ag 4.1.
`COc1ccc(-c2nnc(C3CCN(S(=O)(=O)c4ccccc4)CC3)o2)cc1` gave CHO-K1 Ca PAM 29, M1 antag -1, OXTR potentiate -9, CHRM1 agonist -3, CHO-K1 Ca antag -20, CHO parental Ca -6 and CHO-K1 Ca ag 5.1.
Screening Nc1ccc(Oc2c(Cl)cccc2Cl)nc1 returned CHO-K1 Ca PAM 6, M1 antag -4, TAAR1 antag -17, OXTR potentiate -5, CHRM1 agonist -5, CHO-K1 Ca antag -19, TAAR1 ag 2, CHO parental Ca -21 and CHO-K1 Ca ag 0.4.
Cc1cccc(Cn2c(=O)c3c(nc4n3CCCN4Cc3ccccc3)n(C)c2=O)c1 was read as CHO-K1 Ca PAM 16, M1 antag -27, TAAR1 antag 17, OXTR potentiate -4, CHRM1 agonist -3, CHO-K1 Ca antag -8, TAAR1 ag 3, CHO parental Ca -10 and CHO-K1 Ca ag -0.2.
`Cc1nn(-c2ccc(Cl)cc2)c(Cl)c1/C=C(\C#N)C(N)=O` gave CHO-K1 Ca PAM 13, M1 antag 2, TAAR1 antag 0, OXTR potentiate -2, CHRM1 agonist -3, CHO-K1 Ca antag 1, TAAR1 ag 6, CHO parental Ca -1 and CHO-K1 Ca ag 0.0.
For Cc1nnc2ccc(-c3cccc(NC(=O)c4ccc(Br)o4)c3)nn12 the results were CHO-K1 Ca PAM -16, M1 antag 15, TAAR1 antag -52, OXTR potentiate -7, CHRM1 agonist -1, CHO-K1 Ca antag 7, TAAR1 ag 2, CHO parental Ca -5 and CHO-K1 Ca ag 2.1.
For C=CCn1c(SCC(=O)N(CCO)CCO)nc2sc3c(c2c1=O)CCC3 the results were CHO-K1 Ca PAM 18, M1 antag 0, TAAR1 antag 8, OXTR potentiate -2, CHRM1 agonist -3, CHO-K1 Ca antag -9, TAAR1 ag 2, CHO parental Ca -10 and CHO-K1 Ca ag 0.4.
Screening Cc1ccc2[nH]c(=O)c(CN(CCc3ccccc3)C(=O)N3CCOCC3)cc2c1 returned CHO-K1 Ca PAM 15, M1 antag -18, TAAR1 antag 7, OXTR potentiate -4, CHRM1 agonist 3, CHO-K1 Ca antag -8, TAAR1 ag 11, CHO parental Ca -12 and CHO-K1 Ca ag 0.3.
`OCCC1CN(Cc2cccc(O)c2)CCN1CCc1ccccc1` (stereo not drawn) gave CHO-K1 Ca PAM 7, M1 antag -13, TAAR1 antag 7, OXTR potentiate -11, CHRM1 agonist -16, CHO-K1 Ca antag -11, TAAR1 ag 8, CHO parental Ca -23 and CHO-K1 Ca ag 0.3.
`CCCN(Cc1ccccc1)C(=S)NC(=O)c1ccccc1[N+](=O)[O-]` gave CHO-K1 Ca PAM 12, M1 antag 0, TAAR1 antag -3, OXTR potentiate -10, CHRM1 agonist -7, CHO-K1 Ca antag -2, TAAR1 ag -2, CHO parental Ca -4 and CHO-K1 Ca ag 0.2.
For C[C@H](CO)N1C[C@H](C)[C@@H](CN(C)C(=O)Nc2ccc3c(c2)OCO3)Oc2c(NC(=O)Nc3ccc(C(F)(F)F)cc3)cccc2C1=O the results were CHO-K1 Ca PAM 1, M1 antag 21, TAAR1 antag 80*, OXTR potentiate -3, CHRM1 agonist 2, CHO-K1 Ca antag -2, TAAR1 ag 34, CHO parental Ca -7 and CHO-K1 Ca ag 7.9.
COc1ccc(N2CC(C(=O)Nc3nnc(SCC(=O)NCc4ccco4)s3)CC2=O)cc1 (stereo not drawn) was read as CHO-K1 Ca PAM 18, M1 antag 18, TAAR1 antag 8, OXTR potentiate -6, CHRM1 agonist -1, CHO-K1 Ca antag 4, TAAR1 ag 0, CHO parental Ca -5 and CHO-K1 Ca ag 0.2.
CC(=O)Nc1ccc(-c2cc(C(=O)O)c3ccc(C)cc3n2)cc1 was read as CHO-K1 Ca PAM 18, M1 antag -13, TAAR1 antag -45, OXTR potentiate 3, CHRM1 agonist -3, CHO-K1 Ca antag -11, TAAR1 ag 1, CHO parental Ca -1 and CHO-K1 Ca ag 1.0.
For COc1ccc(C)cc1NC(=O)NCc1ccccc1F the results were CHO-K1 Ca PAM 16, M1 antag -6, TAAR1 antag 16, OXTR potentiate -1, CHRM1 agonist -3, CHO-K1 Ca antag -11, TAAR1 ag -1, CHO parental Ca -11 and CHO-K1 Ca ag 0.2.
CC1=NN(CCc2ccccn2)C(=O)CC1 was read as CHO-K1 Ca PAM 21, M1 antag -13, TAAR1 antag 4, OXTR potentiate -5, CHRM1 agonist -3, CHO-K1 Ca antag -6, TAAR1 ag 4, CHO parental Ca -5 and CHO-K1 Ca ag 0.8.
For CC(C)CN(C(=O)CSc1ccc2c(c1)OCCO2)c1c(N)n(CC(C)C)c(=O)[nH]c1=O the results were CHO-K1 Ca PAM 2, M1 antag 1, TAAR1 antag -1, OXTR potentiate -3, CHRM1 agonist -2, CHO-K1 Ca antag 0, TAAR1 ag 4, CHO parental Ca -2 and CHO-K1 Ca ag 0.4.
O=C(CSc1ccccn1)Nc1nc2ccccc2s1 was read as CHO-K1 Ca PAM 16, M1 antag 2, TAAR1 antag -13, OXTR potentiate -3, CHRM1 agonist -7, CHO-K1 Ca antag -5, TAAR1 ag 1, CHO parental Ca -16 and CHO-K1 Ca ag 1.3.
`CCOC(=O)c1ccc(CNC(=O)C2CCC(=O)N(CCc3ccccc3)C2)o1` (stereo not drawn) gave CHO-K1 Ca PAM 11, M1 antag -11, TAAR1 antag -27, OXTR potentiate -9, CHRM1 agonist -7, CHO-K1 Ca antag -9, TAAR1 ag 3, CHO parental Ca -26 and CHO-K1 Ca ag 0.9.
CN(C)S(=O)(=O)c1cccc(NC(=O)COC(=O)CCOc2ccccc2)c1 was read as CHO-K1 Ca PAM 5, M1 antag -1, TAAR1 antag -4, OXTR potentiate -4, CHRM1 agonist -5, CHO-K1 Ca antag -15, TAAR1 ag 3, CHO parental Ca -7 and CHO-K1 Ca ag 4.4.
Screening CCCCOCCCNC(=O)c1ccc2c(c1)OCO2 returned CHO-K1 Ca PAM 12, M1 antag -15, TAAR1 antag 3, OXTR potentiate 5, CHRM1 agonist -3, CHO-K1 Ca antag -15, TAAR1 ag -2, CHO parental Ca -6 and CHO-K1 Ca ag 0.6.
For CC(C)c1ccc(CCNC(=O)CCNS(=O)(=O)c2ccc(Br)cc2)cc1 the results were CHO-K1 Ca PAM 4, M1 antag -11, TAAR1 antag 0, OXTR potentiate -7, CHRM1 agonist -2, CHO-K1 Ca antag -19, TAAR1 ag -2, CHO parental Ca -15 and CHO-K1 Ca ag 1.1.
For CC(=O)NCCNc1nc(NCc2ccccc2)nc2ccsc12 the results were CHO-K1 Ca PAM -11, M1 antag 8, TAAR1 antag 92*, CHRM1 agonist 32*, CHO-K1 Ca antag 9, TAAR1 ag 91* and CHO-K1 Ca ag 10.

Arranged by heavy-atom count (ascending): part of the list above.
For CC(=O)NCCNc1nc(NCc2ccccc2)nc2ccsc12 the results were CHO-K1 Ca PAM -11, M1 antag 8, TAAR1 antag 92*, CHRM1 agonist 32*, CHO-K1 Ca antag 9, TAAR1 ag 91* and CHO-K1 Ca ag 10.
CN(C)S(=O)(=O)c1cccc(NC(=O)COC(=O)CCOc2ccccc2)c1 was read as CHO-K1 Ca PAM 5, M1 antag -1, TAAR1 antag -4, OXTR potentiate -4, CHRM1 agonist -5, CHO-K1 Ca antag -15, TAAR1 ag 3, CHO parental Ca -7 and CHO-K1 Ca ag 4.4.
`CCOC(=O)c1ccc(CNC(=O)C2CCC(=O)N(CCc3ccccc3)C2)o1` (stereo not drawn) gave CHO-K1 Ca PAM 11, M1 antag -11, TAAR1 antag -27, OXTR potentiate -9, CHRM1 agonist -7, CHO-K1 Ca antag -9, TAAR1 ag 3, CHO parental Ca -26 and CHO-K1 Ca ag 0.9.
